Screening data: PubChem, several laboratories
zfTRPN1 agonist: zebrafish TRPN1 channel agonists, primary screen, cell-based, HEK293, calcium fluorescence; HEK293 zebrafish TRPN1-YFP, Fluo-8 calcium fluorescence; 100% = response to 87 µM carbachol; activation, % at 3 µM; 220,000 compounds, 0.18% hits; AID 1424, 2008;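 active means activation above its plate's cutoff, the mean activation of test wells on that plate plus 3 SD, cut at about 19% in these data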;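 further: 0% = DMSO alone and 100% = 87 µM carbachol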
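Material: zebrafish TRPN1-YFP in HEK293 cells. Doses: one dose of 3 µM, 0.3% DMSO. Incubation: dye 1 h 37 °C plus 30 min RT. Measured by: intracellular calcium fluorescence with Fluo-8.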
CHOP inhibitor: inhibitors of CHOP promoter induction, primary screen, cell-based, unfolded protein response, luciferase reporter | CHO-K1 CHOP-promoter luciferase, tunicamycin-induced, 15-18 h | inhibition, % at 10 µM | 220,000 compounds, 3.8% hits | AID 2732, 2010;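 active means compounds that reduced the stress-induced luciferase reporter signal by more than about 70% of percent inhibition, limit read from the data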;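 further: 0% = tunicamycin plus vehicle and 100% = wells without tunicamycin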
PPC-1+TRAIL kill: compounds killing PPC-1 cancer cells with TRAIL present, primary screen, TRAIL potentiator project, ATPLite luminescence, uHTS | 220,000 compounds, 0.41% hits | PPC-1 cells + TRAIL, ATPLite viability luminescence | cell killing (% activity), % at 4 µM | AID 1443, 2008;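 active means cell killing above 50% in the first pass at 4 µM, then a duplicate retest at 5 µM averaging 50% or more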;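 further: plate controls were cells with TRAIL plus DMSO for no effect and medium-only wells lacking cells for full effect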
Runt-SMMHC FRET: inhibitors of RUNX1 Runt–CBFb-SMMHC binding, primary screen, biochemical, FRET, Cerulean-Runt, Venus-CBFb-SMMHC, uHTS; Runt-related transcription factor 1 (Homo sapiens) + Core-binding factor subunit beta …; Cerulean-Runt/Venus-CBFb-SMMHC FRET ratio 530/480, 1 h; inhibition, % at 20 µM; 220,000 compounds, 0.74% hits;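 active means mean inhibition across duplicate retests at 20 µM reaching about 50%, limit read from the data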;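 further: 0% = DMSO wells and 100% = wells with excess untagged CBFb-SMMHC; inhibitors lower the FRET ratio by blocking Runt binding to CBFb-SMMHC; some results filed as inactive read as strong as hits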
Target sequence (Q01196 whole entry, looked up): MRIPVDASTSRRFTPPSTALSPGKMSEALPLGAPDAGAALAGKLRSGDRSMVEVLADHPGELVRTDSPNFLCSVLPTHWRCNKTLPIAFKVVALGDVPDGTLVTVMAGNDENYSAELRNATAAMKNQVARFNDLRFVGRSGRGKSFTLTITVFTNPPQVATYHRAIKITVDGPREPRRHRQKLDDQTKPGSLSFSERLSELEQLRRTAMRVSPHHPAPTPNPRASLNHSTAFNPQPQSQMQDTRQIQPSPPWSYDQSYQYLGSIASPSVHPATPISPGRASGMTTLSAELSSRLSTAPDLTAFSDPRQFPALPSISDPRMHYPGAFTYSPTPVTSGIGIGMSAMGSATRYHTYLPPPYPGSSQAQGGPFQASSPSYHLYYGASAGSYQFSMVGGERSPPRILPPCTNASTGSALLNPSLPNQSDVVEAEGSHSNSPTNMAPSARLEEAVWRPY
Target sequence (Q13951 whole entry, looked up): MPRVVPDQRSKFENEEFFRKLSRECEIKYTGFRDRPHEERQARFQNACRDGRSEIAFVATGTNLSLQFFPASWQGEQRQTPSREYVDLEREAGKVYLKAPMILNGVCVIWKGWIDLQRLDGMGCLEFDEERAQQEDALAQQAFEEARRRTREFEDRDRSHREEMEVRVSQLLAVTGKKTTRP
Mdm2 ligase inh: MDM2-luciferase reporter signal enhancers, primary screen, MDM2 E3 ligase inhibitor project, cell-based, luminescence, 1536-well | E3 ubiquitin-protein ligase Mdm2 (Homo sapiens), Q00987 | cell-based MDM2 ubiquitination luciferase reporter, 2 h; 0 = plate control, 100 = twice control, blank-subtracted | signal enhancement, % at 5 µM | 210,000 compounds, 0.11% hits | AID 1230, 2008;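 active means signal enhancement of 30% or more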;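 further: luminescence tracks abundance of the self-degrading MDM2-luciferase fusion protein; higher signal means inhibition of MDM2 E3 ligase activity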
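Test system: stable mammalian line carrying autodegrading MDM2–luciferase fusion reporter; quantity: 2000 cells in each well; times: 4 h cell settling then 2 h compound exposure, 37 °C; detection: luminescence with SteadyLite reagent, 15 min at room temperature; evaluation: percent signal gain over controls, blank-subtracted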
NCF1 inh: p47phox/p22phox peptide binding inhibitors, primary screen, biochemical, uHTS, NADPH oxidase regulatory subunit. AID 1274, 2008. inhibition, % at 24.7 µM. fluorescence polarization, 2 h. 220,000 compounds, 0.53% hits. Neutrophil cytosol factor 1 (Homo sapiens), P14598;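 active means inhibition above about 30%, limit read from the data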;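 further: 0% = p47phox with labelled peptide and 100% = labelled peptide alone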
TRPML3 ag: human TRPML3 channel agonists, primary screen, cell-based, HEK293 TRPML3-YFP, Fluo-8 calcium fluorescence, 3 µM; 100% = the carbachol control signal; activation, % at 3 µM; 220,000 compounds, 0.29% hits;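 active means activation above its plate's cutoff, the mean activation of the plate's test wells plus 3 SD, cut at about 12% in these data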;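 further: 0% = DMSO only wells and 100% = carbachol wells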
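Test system – HEK293 line with stable expression of human TRPML3-YFP channel · Control set – carbachol 87 µM final as high control (100%), DMSO as low control (0%) · Signal – Fluo-8 calcium dye fluorescence, ex 470-495, em 515-575 nm · Incubation – 1-h 37 °C dye load, 5-s basal, 120-s post-compound reads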
EBV gp42 block: Epstein-Barr virus gp42 inhibitors, primary screen, biochemical, uHTS, fluorescence polarization; Fluorescence polarization binding assay, mP read-out; 220,000 compounds, 0.42% hits; AID 1085, 2008; Glycoprotein 42 (Epstein-Barr virus (strain AG876)), Q1HVG2; inhibition, % (tested at 21.74 µM); in the data active means inhibition above about 50%
Target sequence (Q1HVG2 whole entry, looked up): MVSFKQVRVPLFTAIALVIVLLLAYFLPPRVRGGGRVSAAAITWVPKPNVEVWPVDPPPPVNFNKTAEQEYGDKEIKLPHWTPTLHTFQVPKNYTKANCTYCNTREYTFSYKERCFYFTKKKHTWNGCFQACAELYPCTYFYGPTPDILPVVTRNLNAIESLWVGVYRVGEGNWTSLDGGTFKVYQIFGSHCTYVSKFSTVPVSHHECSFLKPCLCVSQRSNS
TNF necrop inh: inhibitors of TNF-alpha triggered necroptosis, primary screen, cell-based, Jurkat FADD-/-, single concentration; activation (protection from cell death), % at 10 µM; Jurkat FADD-/- TNF necroptosis rescue, ATP luminescence, 24 h; 0 = TNF only, 100 = no-TNF cells; AID 463075, 2010; 220,000 compounds, 0.068% hits;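 active means activation, meaning protection from cell death, of at least 50% relative to plate controls; inactive means activation below 50%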;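 further: necroptosis triggered by 40 ng/mL TNF-alpha added together with compound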
* = called active by the depositor; / = not tested or not shown.

smiles,zfTRPN1 agonist,CHOP inhibitor,PPC-1+TRAIL kill,Runt-SMMHC FRET,Mdm2 ligase inh,NCF1 inh,TRPML3 ag,EBV gp42 block,TNF necrop inh
COc1ccc(S(=O)(=O)Nc2ccccc2)cc1OC,0.7,-6,11,-1,6,-3,0.0,-14,-0.2
O=C(Cn1cc(C(F)(F)F)ccc1=O)N/N=C/c1cccc(Cl)c1,0.9,35,12,4,-11,4,-0.4,-1,-0.4
COc1ccc2c(C)cc(SCC(=O)N(C)C3CCS(=O)(=O)C3)nc2c1 (centres undefined),0.6,6,8,0,-5,-7,0.2,4,0.6
O=C(NCc1cccnc1)c1nc(-c2cccs2)no1,0.9,5,30,1,-8,-1,0.3,7,-0.1
CCOC(=O)N1CCN(C(=O)c2ccccc2N(C)S(C)(=O)=O)CC1,-0.5,1,-1,-7,-7,7,0.5,-5,0.1
CC1(C)CC(=O)C2=C(C1)NC(=S)C(C#N)C21CCCCC1 (centres undefined),2.7,-12,12,30,-1,2,1.2,-8,1.0
Cc1oc(-c2ccccc2)cc1C(=O)NC(Cc1c[nH]c2ccccc12)C(=O)O (centres undefined),0.7,6,-26,21,-6,-26,0.5,3,2.2
N#CC1=C(SCc2ccccc2)NC(=O)CC1c1ccco1 (centres undefined),-0.1,-11,-9,6,2,-2,0.1,-5,-2.3
O=C(/C=C/c1ccc2c(c1)OCO2)Nc1cc(S(=O)(=O)N2CCOCC2)ccc1N1CCOCC1,0.6,41,16,-2,-1,-16,0.6,-1,5.3
CCOC(=O)c1ccc([N+](=O)[O-])cc1NC(C)=O,-1.5,-10,14,1,-2,-2,-0.1,-15,0.2
COc1ccc(-c2nc3ccccc3n2Cc2ccc(C)cc2)cc1,5.6,-35,12,0,-1,-4,0.1,-9,-4.9
O=C(NCCO)c1nc2ccccc2s1,5.1,-4,3,3,15,-2,0.7,-12,-1.5
O=C(N=Nc1c(O)[nH]c2ccc([N+](=O)[O-])cc12)c1ccccc1[N+](=O)[O-],3.4,13,0,-1,-4,-22,-0.3,-2,0.2
CCOC(=O)c1ccc(N2CCN(c3ccc(F)cc3)CC2)c(NC(=O)Nc2cccc(OC)c2)c1,1.0,18,6,1,-23,-17,0.5,4,2.1
CC1N/C(=C\C(=O)c2ccccc2)N(O)C1(C)C (centres undefined),-0.4,-23,11,2,-9,-30,0.0,-5,-1.3
Cc1cccc(NC(=O)c2cc([N+](=O)[O-])ccc2Cl)c1O,0.0,-16,16,0,1,-15,-0.1,-4,0.0
Cc1ccc2sc(N(CCCN(C)C)C(=O)c3ccc(S(=O)(=O)N(C)C)cc3)nc2c1C,0.3,-7,16,0,-3,5,2.2,-6,3.2
CCN1CCc2c(C#N)c(N3CCOCC3)nc(N3CCOCC3)c2C1,-0.5,-13,6,-4,-3,9,0.7,-4,0.7
CCN(CC)CCn1c(OC)cc(=O)[nH]c1=O,0.5,13,16,3,2,-6,-0.2,-3,-1.1
Cn1c(=O)c2c(ncn2CC(=O)Nc2ccc(Cl)cc2Cl)n(C)c1=O,0.6,26,-2,1,7,-3,0.4,2,0.9

(more compounds)
smiles,zfTRPN1 agonist,CHOP inhibitor,PPC-1+TRAIL kill,Runt-SMMHC FRET,Mdm2 ligase inh,NCF1 inh,TRPML3 ag,EBV gp42 block,TNF necrop inh
CCSc1nnc(-c2cccnc2)n1-c1ccc(C)c(Cl)c1,-1.0,-2,7,1,-16,-7,0.2,-11,-2.4
CCc1c(C)sc(NC(=O)c2cc(-c3ccc(OC)c(OC)c3)on2)c1C#N,0.7,83*,15,-11,-17,-10,-0.1,-12,0.3
O=C(Nc1nnc(C2CCCCC2)s1)c1ccc(Br)s1,-0.3,24,5,-2,-5,-16,1.4,-21,2.1
CCOC(=O)c1ccccc1NC(=O)CSc1nnc(Cc2cccn2C)n1-c1ccc(C)cc1,-1.0,39,10,0,-4,-11,-0.3,-1,-1.0
CCN(CC)CCN1c2ccccc2Sc2ccc3ccccc3c21,0.5,40,12,-7,8,18,0.3,-5,4.8
COc1ccc(C=NC(CO)C(O)c2ccc([N+](=O)[O-])cc2)cc1 (centres undefined),-1.0,11,26,3,-10,-6,-0.4,-19,-0.5
CCN(C(=O)COC(=O)c1ccccc1NC(=O)c1ccco1)C1CCS(=O)(=O)C1 (centres undefined),-0.4,-6,/,-4,-5,-14,0.5,-12,-0.7
NC1=NC(c2cn[nH]c2-c2cccc(F)c2)n2c(nc3ccccc32)N1 (centres undefined),0.8,7,20,-2,-14,-5,-0.5,-5,0.2
Cc1[nH]c2ccccc2c1C(=O)COC(=O)c1ccc([N+](=O)[O-])s1,1.8,-95,8,-1,-53,-6,0.4,-24,-3.1
CCN(CC)CCNC(=S)Nc1ccc(Cl)cc1,0.1,0,14,-2,-12,-15,0.7,-7,-1.0
NC(=O)c1ccc(CN2CCC(Cc3ccccc3)CC2)cc1,-1.0,-10,27,0,-13,-5,0.1,-7,3.7
Cc1ccccc1NC(=O)CN(c1ccc(F)cc1)S(C)(=O)=O,-0.8,-33,8,3,-16,-9,-0.4,15,0.6
Cc1ccc(N=C2NC(=O)CC(C(=O)Nc3ccc4c(c3)OCO4)S2)cc1 (centres undefined),0.1,-1,8,6,-12,6,0.8,-4,-0.7
Cc1cc(NC(=O)CSc2nnc(-c3c[nH]c4ccccc34)n2C)no1,-0.2,7,8,1,-6,-1,0.7,-7,-0.2
CC(=O)Nc1ccccc1-c1nnn(CC(=O)Nc2ccc3c(c2)OCCO3)n1,-0.3,58,11,-4,-1,11,1.2,-9,1.1
COc1c(C(=O)NNC(=O)c2ccccc2Cl)csc1Br,0.5,-19,42,-2,-17,-2,0.7,-15,-0.6
N#Cc1nnn(-c2cc(Cl)cc(Cl)c2)c1N,-0.7,29,11,0,-15,14,-0.3,-1,-2.6
OCCC1CN(C/C(Cl)=C/c2ccccc2)CCN1C1CCCC1 (centres undefined),-0.6,17,3,3,-8,-3,0.8,-11,2.3
CCOC(=O)c1c(NC(=O)CCN2CCOCC2)sc2c1CC(C)(C)OC2,0.8,21,21,1,-22,-10,0.2,-32,1.8
COc1ccccc1N1CCN(C(=O)C(NS(=O)(=O)c2cccs2)c2ccccc2)CC1 (centres undefined),-2.6,21,4,-5,5,-6,-1.8,-8,-0.7

(more compounds)
smiles,zfTRPN1 agonist,CHOP inhibitor,PPC-1+TRAIL kill,Runt-SMMHC FRET,Mdm2 ligase inh,NCF1 inh,TRPML3 ag,EBV gp42 block,TNF necrop inh
O=C(CCN1CCN(c2ccccc2)CC1)N/N=C/c1ccc(O)c(O)c1O,-0.4,52,37,4,/,5,1.0,58*,-0.6
S=C(NC1CCCCC1)N1CCn2cccc2C1c1cccnc1 (centres undefined),-1.1,5,3,0,-18,1,0.6,2,1.3
CCOC(=O)C1CCN(Cc2nc3ccc(Cl)cc3n2CCO)CC1,1.0,5,16,0,-7,5,0.5,-14,0.2
COc1ccc(CC(=O)NCc2nnc(SCc3ccc(C)cc3)n2C)cc1,1.0,-18,18,-1,-11,-3,0.7,-7,-0.2
O=C(CSc1nnc(CNc2ccc(F)cc2)n1Cc1ccco1)N1CCOCC1,-0.2,35,6,-1,-13,-12,-0.7,-15,-0.5

Structural class, the compounds so far with an aryl thioether with sulfur outside any ring.
smiles,zfTRPN1 agonist,CHOP inhibitor,PPC-1+TRAIL kill,Runt-SMMHC FRET,Mdm2 ligase inh,NCF1 inh,TRPML3 ag,EBV gp42 block,TNF necrop inh
COc1ccc2c(C)cc(SCC(=O)N(C)C3CCS(=O)(=O)C3)nc2c1 (centres undefined),0.6,6,8,0,-5,-7,0.2,4,0.6
CCSc1nnc(-c2cccnc2)n1-c1ccc(C)c(Cl)c1,-1.0,-2,7,1,-16,-7,0.2,-11,-2.4
CCOC(=O)c1ccccc1NC(=O)CSc1nnc(Cc2cccn2C)n1-c1ccc(C)cc1,-1.0,39,10,0,-4,-11,-0.3,-1,-1.0
Cc1cc(NC(=O)CSc2nnc(-c3c[nH]c4ccccc34)n2C)no1,-0.2,7,8,1,-6,-1,0.7,-7,-0.2
COc1ccc(CC(=O)NCc2nnc(SCc3ccc(C)cc3)n2C)cc1,1.0,-18,18,-1,-11,-3,0.7,-7,-0.2
O=C(CSc1nnc(CNc2ccc(F)cc2)n1Cc1ccco1)N1CCOCC1,-0.2,35,6,-1,-13,-12,-0.7,-15,-0.5
